# KAT2A inh = blocks human GCN5L2 histone acetyltransferase; GCN5L2 HAT assay, ThioGlo1 CoA-SH fluorescence; Potency, µM (series often up to 58.9 µM), without a hit: at the highest dose activity change, negative = inhibition, usual class: inhibitors; actives 0.21% (n = 390,000); AID 504327
# Target sequence (Q92830 whole entry, looked up): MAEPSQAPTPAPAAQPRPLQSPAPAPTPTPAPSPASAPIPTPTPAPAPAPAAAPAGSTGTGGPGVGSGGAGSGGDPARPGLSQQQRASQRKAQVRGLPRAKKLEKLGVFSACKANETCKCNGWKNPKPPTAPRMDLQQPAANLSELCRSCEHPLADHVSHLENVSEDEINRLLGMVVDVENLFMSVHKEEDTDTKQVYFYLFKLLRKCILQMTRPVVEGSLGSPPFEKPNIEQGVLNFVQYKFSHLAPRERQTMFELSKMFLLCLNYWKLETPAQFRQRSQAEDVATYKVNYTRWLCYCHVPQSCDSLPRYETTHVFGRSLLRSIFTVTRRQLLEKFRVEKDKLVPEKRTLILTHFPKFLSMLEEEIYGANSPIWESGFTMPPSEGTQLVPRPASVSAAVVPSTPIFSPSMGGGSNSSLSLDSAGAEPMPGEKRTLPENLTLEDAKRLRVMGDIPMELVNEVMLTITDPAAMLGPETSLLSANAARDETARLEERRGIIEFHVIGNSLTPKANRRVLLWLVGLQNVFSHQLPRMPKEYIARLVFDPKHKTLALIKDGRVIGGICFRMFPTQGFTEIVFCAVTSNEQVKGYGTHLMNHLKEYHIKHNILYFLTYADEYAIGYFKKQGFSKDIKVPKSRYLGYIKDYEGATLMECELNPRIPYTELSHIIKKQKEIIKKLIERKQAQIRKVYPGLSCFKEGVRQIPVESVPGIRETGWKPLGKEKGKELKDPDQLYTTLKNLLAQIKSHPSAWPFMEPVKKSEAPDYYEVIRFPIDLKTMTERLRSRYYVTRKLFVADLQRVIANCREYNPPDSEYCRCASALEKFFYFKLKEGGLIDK
#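 GCN5L2 (20 nM) in 50mM HEPES pH 7.5, 0.1mM EDTA, 0.01% Tween-20 preincubated 15 min with compounds at room temperature. Reaction started with H3(1-25) 75uM, acetyl-CoA 70uM, ThioGlo1 50uM; CoA-thiol fluorescence (Ex340/Em540) read at 0 and 20 min.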
# FEN1 inhibitor = human FEN1 inhibition. Recombinant FEN1 flap cleavage, fluorescence, 15 min. AID 588795. Potency, µM (top dose mostly 114 µM), inactives show at the top dose activity change, negative = inhibition, actives largely listed as inhibitors. actives 0.35% (n = 390,000); also: nearly all actives have a fitted effect of over 65% in size
#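 Enzyme 10 nM, 15 min RT preincubation with compound; start with substrate 50 nM final; reads at 0 and 15 min; qHTS titration, four-parameter Hill fit.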
# TDP1 cell CPT = growth inhibition of DT40 Tdp1-/-;hTDP1 cells with camptothecin (screen for TDP1 inhibitors) | chicken DT40 Tdp1-/-;hTDP1 cells + 20 nM CPT, ATP luminescence, 48 h | Potency, µM (series often up to 46.2 µM), for inactives: at the top dose activity change, negative = growth inhibition, most hits filed as inhibitors | actives 12% (n = 420,000) | AID 686979; also: nearly all actives have a fitted effect of over 55% in size
#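 Chicken DT40 Tdp1-/- cells stably complemented with human TDP1 were seeded at 400 cells/well in medium containing 20 nM camptothecin, exposed to pin-transferred compounds, and grown at 37 °C for at least 48 hr. Viability was read as ATP luminescence.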
# Numbers without * were called inactive; ? = inconclusive; . = no result given; [ ] = another dose, or the depositor's remark. Calls follow the shape of the dose curve; as a rule, active = well fitted curve in the direction sought with a large enough effect; inconclusive = small, poorly fitted or top-dose-only effect, or another doubt; inactive = no such curve, though single readings can be large; an effect the other way counts as inactive or inconclusive. % is scaled to controls: 0 for no effect and ±100 for the full control effect; potency is read from the fitted curve at half-maximal effect.
SMILES,KAT2A inh,FEN1 inhibitor,TDP1 cell CPT
COc1ccc(C(=O)CC(=O)C(=O)Nc2cc(OC)ccc2OC)cc1,-3%,-8%,-2%
Cc1ccc(S(=O)(=O)NC(=O)Nc2ccc(F)cc2)cc1,3%,2%,-5%
COCCNC(=O)c1ccccc1NC(=O)c1ccccc1N(C)S(C)(=O)=O,1%,38%[activator],22%
O=C(Cc1ccc(NC2=NC3CS(=O)(=O)CC3S2)cc1)NCc1ccccc1 (configuration not stated),-3%,-10%,-6%
CC(=O)Nc1ccc(NC(=O)Cn2ccc([N+](=O)[O-])n2)cc1,1%,0%,-6%
CN1CCN(CC#CC(C)(O)C2CC3C=CC2C3)CC1 (configuration not stated),1%,1%,-16%
OCCCNC(c1ccccc1)c1ccc(O)cc1 (configuration not stated),-8%,-1%,-12%
O=C(OCC(=O)N1CCCC1=O)c1ccc(Cl)cc1[N+](=O)[O-],-4%,11%,16%
O=C(Nc1cccc(Oc2ccc3c(c2)C(=O)NC3=O)c1)c1ccco1,-2%,-3%,-20%
COc1ccc2c(c1OC)C(=O)N1c3ccccc3C(=O)N(Cc3ccco3)C21 (configuration not stated),.,-1%,10µM*
CCCC(c1nnnn1Cc1ccc(OC)cc1)N1CCC(C(N)=O)CC1 (configuration not stated),0%,-7%,-4%
Cc1ccc(CNc2ccc(N3CCOCC3)c(Cl)c2)cc1,-15%,-4%,5%
CC(=O)c1ccc(NC(=O)COC(=O)C2C3CC4OC(=O)C2C4C3)cc1 (configuration not stated),-1%,0%,35%[activator]
COc1ccc(N2C(=O)/C(=C/c3cccnc3)NC2=S)cc1,0%,-5%,0%
CCN1CCN(C(c2cccs2)C(C)NC(=O)c2ccccc2F)CC1 (configuration not stated),-2%,0%,-3%
Cc1ccc([N+](=O)[O-])cc1N1C(=O)CS/C1=N\NC(=O)c1cccnc1,-10%,-3%,-1%
O=C(CCCOc1ccccc1)NCCc1ccccc1,14%,-5%,13%
O=C(COc1ccc(Cl)cc1)Nc1sc2c(c1C(=O)Nc1cccc(Cl)c1)CCCC2,?,?,18µM*
CCCCCCCC1c2c(c(C)c(C)oc2=O)Oc2c(C)c(C)oc(=O)c21,?,-16%,?
COc1ccc(N=c2oc3cc(O)ccc3cc2C(=O)NCC2CCCO2)c(OC)c1 (configuration not stated),-12%,-1%,-27%
Cn1c(CSCc2ccc(F)cc2)nnc1SCC(=O)N1CCN(c2ccccc2)CC1,-6%,-8%,?
COC(=O)c1ccc2c(c1O)C(=O)c1ccccc1C2=O,1%,-10%,23µM*
CCCS(=O)(=O)c1nc(S(=O)(=O)c2ccc(C)cc2)c(N2CCC3(CC2)OCCO3)s1,-5%,-20%,-26%
CCOc1ccc(C(=O)N2CCN(Cc3cc(=O)n4nc(-c5cccc(OC)c5)sc4n3)CC2)cc1,-5%,10%,?
CC(Nc1nc2ncn(Cc3ccccc3)c2c(=O)[nH]1)C(=O)O (configuration not stated),-1%,-1%,6%
O=C(COC(=O)/C=C/c1ccc([N+](=O)[O-])cc1)NNC(=O)c1ccccc1,-1%,-4%,17%
O=C(COC(=O)c1cccc(OC(F)F)c1)NC(=O)NC1CCCCC1,-9%,-2%,?
Cc1c(C(=O)O)sc2nc3n(c(=O)c12)CCC3,-11%,-8%,-28%
COc1ccc(S(=O)(=O)N2CCOC2CNC(=O)C(=O)NCCCN2CCOCC2)cc1OC (configuration not stated),.,2%,-1%
Cc1cc(C)cc(NC(=S)/C(=C(\[O-])c2ccc(Cl)s2)[n+]2cccc(C)c2)c1,-12%,1%,18µM*
Clc1nc2ccccc2cc1/C=N/Nc1nc2ccccc2[nH]1,-1%,-11%,?
O=C(CCc1nc2ccccc2c(=O)[nH]1)NCC(=O)Nc1ccc(F)c(F)c1,-1%,1%,?
Cc1c(C)c2c(OCC(=O)NC3CC3)cc3c(c2oc1=O)CCC(C)(C)O3,-27%,3%,-28%
O=C(c1ccccc1Cl)N1CCSCC1,-6%,-5%,7%
COc1ccccc1CN1C(=O)[C@@H]2C(CC(N)=O)NC3(C(=O)Nc4c3ccc(Cl)c4C)[C@@H]2C1=O (some centres not stated),-3%,-17%,-2%
Cc1nc(SC2CC(=O)N(c3ccc([N+](=O)[O-])cc3)C2=O)nc2c1CCCC2 (configuration not stated),-13%,-8%,?
COc1ccc(S(=O)(=O)N(CC(=O)O)c2ccccn2)cc1,8%,1%,0%
C=CCN(C(=O)c1csnn1)C(C(=O)NC1CCCC1)c1ccccc1 (configuration not stated),2%,-2%,-8%
Cn1c(=O)c2c(nc(Oc3ccc4ccccc4c3)n2C)n(C)c1=O,-8%,3%,?
Cc1ccc(-c2noc(-c3ccccc3Br)n2)cc1,0%,0%,-9%
CC(=O)N1CCC2(CCCN(c3ccccn3)C2)CC1,-18%,.,?
COc1ccc(CCNC(=O)Oc2ccccc2)cc1OC,-2%,10%,-6%
CCc1ccc(NC(=O)c2cccnc2)cc1,-6%,-2%,-7%
C=CCNC(=S)Nc1nc2c(cc1C(=O)OCC)COC(C)(C)C2,-1%,0%,-18%
COCCn1c(SCC(=O)NCCc2ccccc2)nnc1-c1ccco1,-5%,-4%,-2%
Cn1cc(-c2ccc(Cl)cc2)cc(C#N)c1=O,-8%,2%,5%
CCN1CCCC1CNS(=O)(=O)c1c(C)cc(C)cc1C (configuration not stated),1%,-3%,-2%
Cc1noc(C)c1CN(C(=S)NC1CC2CCC1C2)c1ccccc1 (configuration not stated),-8%,-13%,?
CCOC(=O)C1CCN(C(=O)CN(c2ccc(OC)cc2)S(=O)(=O)c2c(C)nn(C)c2C)CC1,-13%,16%,-4%
Cc1cccc(CC(=O)Nc2cc(C)c3c(=O)oc4ccccc4c3n2)c1,-4%,16%,-23%
CCOC(=O)c1cnn(-c2nc(-c3cccc(F)c3)cs2)c1C(F)(F)F,-15%,-10%,?
C=CCN(C(=O)CNC(=O)c1cccs1)C(C(=O)NC(C)(C)C)c1ccccc1 (configuration not stated),9%,1%,1%
COc1ccc(Cl)cc1CC=NNC(=O)c1ccncc1,.,-3%,9.2µM*
COc1ccc(S(=O)(=O)N2CCC(C(=O)NC(C)CCc3ccccc3)CC2)cc1 (configuration not stated),-6%,-16%,-21%
CC(=O)CC1OC(=O)C(Br)=C1NCc1ccccc1 (configuration not stated),16%,-5%,0.92µM*
O=C1c2ccccc2C(=O)N1CCc1csc(-c2ccc(F)cc2)n1,-6%,?,-8%
Cc1cc(C)cc(Nc2ccc3nonc3c2[N+](=O)[O-])c1,.,8%,-17%
Cc1ccc(Cl)cc1NC(=S)N(Cc1ccco1)C(C)c1cccs1 (configuration not stated),-2%,-9%,?
COCCCN(Cc1ccco1)C(=O)c1cc2c(s1)-c1ccc(Cl)cc1S(=O)(=O)C2,-5%,5%,-16%
Cc1cc(Br)cc(C)c1OCC(=O)NNC(=O)CCC(=O)NCc1ccccc1,-7%,-3%,-1%

# Complete entries as entered above. Screens in order: KAT2A inh	FEN1 inhibitor	TDP1 cell CPT
# O=C1c2ccccc2C(=O)N1CCc1csc(-c2ccc(F)cc2)n1 reads -6%	?	-8%
# Cc1noc(C)c1CN(C(=S)NC1CC2CCC1C2)c1ccccc1 (configuration not stated) reads -8%	-13%	?
# CCOC(=O)C1CCN(C(=O)CN(c2ccc(OC)cc2)S(=O)(=O)c2c(C)nn(C)c2C)CC1 reads -13%	16%	-4%
# Cc1cc(Br)cc(C)c1OCC(=O)NNC(=O)CCC(=O)NCc1ccccc1 reads -7%	-3%	-1%
# COCCCN(Cc1ccco1)C(=O)c1cc2c(s1)-c1ccc(Cl)cc1S(=O)(=O)C2 reads -5%	5%	-16%

# (more compounds)
SMILES,KAT2A inh,FEN1 inhibitor,TDP1 cell CPT
O=C(CCC(=O)c1ccc(F)cc1)Nc1cccnc1,-6%,0%,3%
O=C(COC(=O)c1ccc(Br)cc1)NCCN1C(=O)CSC1=O,-3%,-2%,16%
CCOC(=O)C(Cc1ccc(O)cc1)Nc1nc2ccccc2o1 (configuration not stated),.,2%,-1%
O=C(N=C1SC2CS(=O)(=O)CC2N1c1ccc(Br)cc1)C1CCCO1 (configuration not stated),4%,19%,-6%
CCc1ccc(NC(=O)CCc2ccc(C)o2)cc1,4%,6%,?
Cc1cccc(NC(=S)NCc2ccccc2Cl)c1C,-4%,-1%,?
COc1cccc(-c2nnc3n2N=C(c2cc(OC)ccc2OC)CS3)c1,-3%,-1%,?
CS(=O)(=O)N(Cc1ccccc1)c1ccccn1,1%,-9%,-10%
NC1=NC(c2ccccc2)=NC1(NC(=O)c1ccccc1)C(Cl)Cl (configuration not stated),-2%,0%,-1%
N#Cc1c(-c2ccccc2)nc(SCC(=O)Nc2ccc(OC(F)(F)Cl)cc2)[nH]c1=O,?,-24%,?
CCOC(=O)c1c(C)[nH]c(C)c1S(=O)(=O)N1CCC(C(=O)Nc2ccc(OC)c(OC)c2)CC1,-4%,-4%,21%
CC(C)NC(=O)c1cc(=O)n(C)c(=O)n1C,-6%,5%,0%
O=C(NCc1ccc(Cl)cc1)c1ncn[nH]1,-6%,-1%,4%
Nc1nc(SCC(=O)Nc2ccc(Cl)cn2)n[nH]1,-11%,-10%,-13%
CCn1c(=N)n(CC(O)COc2ccccc2)c2ccccc21 (configuration not stated),1%,-5%,.

# Of the compounds above, these contain bromine.
SMILES,KAT2A inh,FEN1 inhibitor,TDP1 cell CPT
Cc1ccc(-c2noc(-c3ccccc3Br)n2)cc1,0%,0%,-9%
CC(=O)CC1OC(=O)C(Br)=C1NCc1ccccc1 (configuration not stated),16%,-5%,0.92µM*
Cc1cc(Br)cc(C)c1OCC(=O)NNC(=O)CCC(=O)NCc1ccccc1,-7%,-3%,-1%
O=C(COC(=O)c1ccc(Br)cc1)NCCN1C(=O)CSC1=O,-3%,-2%,16%
O=C(N=C1SC2CS(=O)(=O)CC2N1c1ccc(Br)cc1)C1CCCO1 (configuration not stated),4%,19%,-6%

# The results go on:
SMILES,KAT2A inh,FEN1 inhibitor,TDP1 cell CPT
CCOC(=O)c1sc(=S)n(-c2ccccc2Cl)c1C,-16%,0%,-17%
COc1ccc(CNC(=O)N[C@@H](Cc2c[nH]c3ccccc23)C(=O)O)cc1,4%,4%,-13%
O=C(OC(C(=O)NCC1CCCO1)c1ccccc1F)c1ccco1 (configuration not stated),-7%,3%,-2%
Cc1cc(NC(=O)c2ccccc2Cl)ccc1NC(=O)c1ccccc1,3%,15%,1%
COc1ccc(C(=O)N(C)Cc2nc3ccccc3c(=O)[nH]2)cc1S(=O)(=O)N1CCCC1,-9%,19%,-7%
CCc1ccc(-c2nnn(CC(=O)N(C3CCCC3)C3CCS(=O)(=O)C3)n2)cc1 (configuration not stated),-6%,12%,-7%
Cc1ccc(Nc2nnc(SCC(=O)Nc3cccnc3Cl)s2)cc1C,0%,-19%,?
Cc1cc(C)c(NC(=O)CSc2nc3nccnc3c(=O)n2CCc2c[nH]c3ccccc23)c(C)c1,9%,0%,8%
Cc1ccc(C)c(Nc2nc3ccccc3[nH]2)c1,.,7%,-2%
Cc1ccc(C2C3=C(CC(C)(C)CC3=O)Nc3[nH]c(=S)[nH]c(=O)c32)cc1 (configuration not stated),3%,5%,2%
COc1ccc(OC)c(NC(=O)c2cn3c4c(ccc(Cl)c4c2=O)OC(C)C3)c1 (configuration not stated),3%,-11%,18%
Cc1ccc(C(=O)NCCCn2ccnc2)cc1[N+](=O)[O-],-5%,-2%,-12%
Cc1cc(C)c(S(=O)(=O)NCC(c2ccc(N(C)C)cc2)N2CCOCC2)c(C)c1 (configuration not stated),30%,-5%,?
CC1CC(c2ccccc2)NS(=O)(=O)O1 (configuration not stated),-3%,13%,-22%
CCOc1ccc(-n2c(SCc3ccc(C(=O)OC)o3)nc3c(c2=O)SCC3)cc1,-5%,-15%,?
COC(=O)[C@H](Cc1ccccc1)NC(=O)c1ccc2ccccc2n1,-2%,-14%,10%
CCCC(=O)Nc1sc2c(c1C#N)CCCCC2,-5%,-4%,-18%
O=C(O)c1ccccc1/C=N/Nc1ccc(S(=O)(=O)N2CCCC2)cc1[N+](=O)[O-],-15%,-4%,3%
O=C(COC(=O)CNC(=O)C1CCCCC1)Nc1ccc2c(c1)OCCO2,-1%,-1%,0%
Cn1cc(CN2CCc3c([nH]c4ccccc34)C2C(C)(C)C)cn1 (configuration not stated),-21%,-16%,-4%
Cc1cc(OCC(=O)Nc2ccc(N3CCN(C(=O)c4ccco4)CC3)cc2)cc(C)c1Cl,?,?,9.2µM*
CC(C)(C)NC(=O)NC(=O)COC(=O)COc1ccc(Cl)cc1Cl,?,2%,18µM*
O=C(/C=C/Nc1cccc(F)c1)c1ccco1,-3%[0.501 µM],-8%,-7%
O=C(Nc1cccc(Cl)c1)Nc1ccc2nccnc2c1,-2%,-20%,?
Cc1cc(C)n(C(=O)c2nn(C)c(C)c2[N+](=O)[O-])n1,-2%,-7%,1%

# Screening results from PubChem.

# Only part of the results is shown; the hit share may differ from the screen's.
